Compound activity as filed in PubChem.
RmlCD inh mix: RmlC and RmlD coupled enzyme inhibitors, primary screen, biochemical, 384-well, compound mixtures, retest; inhibition, % at 5.5 µM; AID 1532, 2009; RmlC/RmlD coupled enzyme inhibition, 384-well mixture HTS; hit rate 0.39% among 110,000; in the data active = inhibition above about 30%, passing the limit was not always enough; inconclusive = no clear call, values can overlap the other calls; also: strong numbers were not always called active
RT RNaseH block: HIV-1 RT RNase H inhibitors, primary screen, biochemical, fluorescence | Gag-Pol polyprotein (Human immunodeficiency virus type 1 group M subtype B (isolate … | RT-RNase H RNA/DNA duplex cleavage | inhibition, % at 10 µM | hit rate 1.9% among 65,000; in the data active = inhibition above about 50%
Active calls of the source: *.

`Cc1cccc(-n2c(C)cc(/C=N/NC(=O)c3cccc([N+](=O)[O-])c3C)c2C)c1` gave RmlCD inh mix -3.
`CC1CCCc2sc3nc(N4CCN(CCO)CC4)n4ncnc4c3c21` (configuration not stated) gave RmlCD inh mix -2 and RT RNaseH block -2.
CC(C#N)Sc1nc2ccccc2c(=O)n1-c1ccccc1 (configuration not stated) was read as RmlCD inh mix -18 and RT RNaseH block -32.
For CC(C)=C(NC(=O)c1ccccc1)C(=O)N1CCOCC1 the results were RmlCD inh mix -12 and RT RNaseH block -1.
Screening COc1ccc(C(=O)N2c3ccccc3C(=O)OC2c2ccc3c(c2)OCO3)cc1 (configuration not stated) returned RmlCD inh mix -13.
CC(=O)Nc1ccc(NC(=O)CCC(=O)NCCO)cc1 was read as RmlCD inh mix -4 and RT RNaseH block -7.
For CC[C@@H](C)[C@@H](C(=O)N1CCN(C(=O)OC(C)(C)C)CC1)n1cc(CCCN=C(NC(=O)OC(C)(C)C)NC(=O)OC(C)(C)C)nn1 the results were RmlCD inh mix -10.
Cn1c(=O)c2cc(S(=O)(=O)NCCC(=O)NCCC3=CCCCC3)ccc2n(C)c1=O was read as RmlCD inh mix inconclusive and RT RNaseH block -3.
For O=C(Nc1nc2ccc(Cl)cc2s1)c1ccc(Br)o1 the results were RmlCD inh mix -2 and RT RNaseH block 32.
Screening O=C(O)c1cc(Cl)ccc1NC(=O)C1CCCO1 (configuration not stated) returned RT RNaseH block 0.

Pulled one by one from the list above:
CC(C#N)Sc1nc2ccccc2c(=O)n1-c1ccccc1 (configuration not stated) was read as RmlCD inh mix -18 and RT RNaseH block -32.
For CC(C)=C(NC(=O)c1ccccc1)C(=O)N1CCOCC1 the results were RmlCD inh mix -12 and RT RNaseH block -1.
Screening COc1ccc(C(=O)N2c3ccccc3C(=O)OC2c2ccc3c(c2)OCO3)cc1 (configuration not stated) returned RmlCD inh mix -13.
`Cc1cccc(-n2c(C)cc(/C=N/NC(=O)c3cccc([N+](=O)[O-])c3C)c2C)c1` gave RmlCD inh mix -3.
For O=C(Nc1nc2ccc(Cl)cc2s1)c1ccc(Br)o1 the results were RmlCD inh mix -2 and RT RNaseH block 32.
Cn1c(=O)c2cc(S(=O)(=O)NCCC(=O)NCCC3=CCCCC3)ccc2n(C)c1=O was read as RmlCD inh mix inconclusive and RT RNaseH block -3.
For CC[C@@H](C)[C@@H](C(=O)N1CCN(C(=O)OC(C)(C)C)CC1)n1cc(CCCN=C(NC(=O)OC(C)(C)C)NC(=O)OC(C)(C)C)nn1 the results were RmlCD inh mix -10.

(more compounds)
CNc1sc(C(=O)c2ccc(F)cc2)c(N)c1-c1nc2ccccc2s1 was read as RmlCD inh mix -9.
For Cc1ccccc1NC(=O)c1ccc(CSc2ncccn2)cc1 the results were RmlCD inh mix 18.
For O=C(Nc1ccc(N2CCOCC2)cc1N1CCOCC1)c1ccco1 the results were RmlCD inh mix 9 and RT RNaseH block -11.
For O=C(O)C1CC=C(Cl)CC1C(=O)NCc1ccccc1 (configuration not stated) the results were RmlCD inh mix 1 and RT RNaseH block -8.
COc1ccccc1-n1cnc2cc(NC(=O)c3ccco3)ccc21 was read as RmlCD inh mix 35.
Screening COc1cc(C2Nc3ccc4ncccc4c3C3=C2C(=O)CCC3)cc(OC)c1O (configuration not stated) returned RmlCD inh mix -6 and RT RNaseH block 14.
Screening CC1(C)Cc2c(c(=S)nc(-c3ccccc3)n2CCN2CCOCC2)CO1 returned RmlCD inh mix 8 and RT RNaseH block 0.
Screening COc1ccc(CCNC2=C(Cl)C(=O)N(CCc3ccc(OC)c(OC)c3)C2=O)cc1OC returned RmlCD inh mix -1.
`O=S(=O)(c1ccc2ccccc2c1)N1CCN(S(=O)(=O)N2CCCCC2)CC1` gave RmlCD inh mix 4.
For CCCCCOC(=O)CSc1nnc(-c2cc(OC)c(OC)c(OC)c2)o1 the results were RmlCD inh mix 6 and RT RNaseH block -27.
O=C(NC1CCCCC1)N(Cc1nc2ccccc2c(=O)[nH]1)C1CCCCC1 was read as RmlCD inh mix -27 and RT RNaseH block -4.
For N/C(=N\OC(=O)c1cccc2ccccc12)c1cccc([N+](=O)[O-])c1 the results were RmlCD inh mix 5.
O=c1[nH]cnc2nc(-c3ccccc3)c(-c3ccccc3)nc12 was read as RmlCD inh mix -18 and RT RNaseH block 2.
For O=C(c1ccccc1)c1ccc(OCCCN2CCCCC2)cc1 the results were RmlCD inh mix 6.
For COc1ccccc1-n1c(C)nnc1SCC(N)=O the results were RmlCD inh mix -10 and RT RNaseH block -8.
For COCCNC(=O)C(c1ccc(C)o1)N(C(=O)c1snc(C(N)=O)c1N)c1ccc(C)c(C)c1 (configuration not stated) the results were RmlCD inh mix 4 and RT RNaseH block 6.
Screening O=C(Nc1ccc(S(=O)(=O)N2CCCCCC2)cc1)c1ccc(Br)o1 returned RmlCD inh mix 6 and RT RNaseH block -6.
For COc1ccc(-c2nc3c(c(=O)[nH]c(=O)n3Cc3ccccc3)n2C)cc1 the results were RmlCD inh mix 2.
`CC1C/C(=N\NC(=S)NC(C)C)CC(C)(C)C1` (configuration not stated) gave RmlCD inh mix 6.
For O=C(Nc1ccc(-c2csc(Nc3ccc(Cl)cc3)n2)cc1)c1cccc(C(F)(F)F)c1 the results were RmlCD inh mix 2.
For COc1ccc(S(=O)(=O)N(C)CC(=O)NC2CC2)cc1 the results were RmlCD inh mix -15 and RT RNaseH block -9.
NC(=O)c1oc2ccc(Cl)cc2c1NC(=O)CN1CCOCC1 was read as RmlCD inh mix 3 and RT RNaseH block -9.
`CCCN1C(=O)/C(=C/c2ccco2)SC1=Nc1ccc(OC)cc1` gave RmlCD inh mix -15.
For CCC(C(=O)Nc1cnccn1)c1ccccc1 (configuration not stated) the results were RmlCD inh mix -4 and RT RNaseH block -26.
O=C1CC(c2ccc(F)cc2)Cc2nc(N3CCN(c4ccccc4)CC3)ncc21 (configuration not stated) was read as RmlCD inh mix -4 and RT RNaseH block -4.
O=C(CCCCn1c(=O)c2ccccc2n(Cc2ccc(F)cc2Cl)c1=O)NCc1ccco1 was read as RmlCD inh mix -8 and RT RNaseH block 7.
COCC(C)NC(=O)c1cc(-c2ccc(O)cc2)on1 (configuration not stated) was read as RmlCD inh mix 5 and RT RNaseH block -2.
COC(=O)c1cc2occc2n1Cc1ccc(Cl)cc1 was read as RmlCD inh mix -4.
For CCOC(=O)c1ccc(NS(=O)(=O)c2c(N)n(C)c(=O)n(C)c2=O)cc1 the results were RmlCD inh mix 7.
CC(C)Nc1nc(SCC(=O)Nc2ccccc2)nc(N2CCOCC2)n1 was read as RmlCD inh mix -42 and RT RNaseH block -15.
Screening CCn1c(COc2ccccc2)nnc1SCc1ccc(C#N)cc1 returned RmlCD inh mix -13 and RT RNaseH block -24.
Screening CC(=O)Nc1cc2c(cc1C(=O)C(C)C)OCCO2 returned RmlCD inh mix -4 and RT RNaseH block -27.
CC(C)(C)OC(=O)N1CC(O)CC1C(=O)OCC(=O)c1ccc(Cl)cc1 (configuration not stated) was read as RmlCD inh mix -6 and RT RNaseH block -2.
`COc1ccc(OCc2cnc(Cl)s2)cc1` gave RmlCD inh mix 4.
For Cc1cc(C)cc(OCc2nnc(SCC(=O)OC3CCCCC3)o2)c1 the results were RmlCD inh mix -6 and RT RNaseH block 3.
O=C(Nc1nc(-c2cccs2)cs1)c1ccc(Cl)cc1 was read as RmlCD inh mix 1.
For O=C(NCc1ccc2c(c1)OCO2)c1ccc(-c2ccc(Cl)cc2)o1 the results were RmlCD inh mix -1 and RT RNaseH block -37.
For Cn1c(O)c(C=NCCOc2ccc(Cl)cc2)c(=O)n(C)c1=O the results were RmlCD inh mix 6 and RT RNaseH block -18.
Fc1ccc(C(c2nnnn2Cc2ccccc2)N2CCSCC2)cc1 (configuration not stated) was read as RmlCD inh mix -4 and RT RNaseH block -24.
O=C(CSc1ccc2nnc(-c3cccnc3)n2n1)NCc1ccco1 was read as RmlCD inh mix 15 and RT RNaseH block -1.

Arranged by molar mass (lowest first): 5 of the compounds above.
CC(=O)Nc1ccc(NC(=O)CCC(=O)NCCO)cc1 was read as RmlCD inh mix -4 and RT RNaseH block -7.
For O=C(O)C1CC=C(Cl)CC1C(=O)NCc1ccccc1 (configuration not stated) the results were RmlCD inh mix 1 and RT RNaseH block -8.
CC(C#N)Sc1nc2ccccc2c(=O)n1-c1ccccc1 (configuration not stated) was read as RmlCD inh mix -18 and RT RNaseH block -32.
For O=C(c1ccccc1)c1ccc(OCCCN2CCCCC2)cc1 the results were RmlCD inh mix 6.
For O=C(Nc1ccc(-c2csc(Nc3ccc(Cl)cc3)n2)cc1)c1cccc(C(F)(F)F)c1 the results were RmlCD inh mix 2.

Additional results follow.
`O=C(c1ccccc1)n1ccn(-c2ccccc2)c1=S` gave RmlCD inh mix -10.
`COc1cccc(-c2cc(C(=O)Nc3nc4ccccc4s3)c3ccccc3n2)c1` gave RmlCD inh mix -24.
O=C(N/N=C/c1ccc([N+](=O)[O-])o1)c1cc(-c2ccncc2)nc2ccccc12 was read as RmlCD inh mix -8.
`CSc1ccc(/C=N/n2nnnc2N)cc1` gave RmlCD inh mix 69* and RT RNaseH block -26.
O=C(c1cc(-c2cccnc2)nc2ccc(Br)cc12)N1CCC2(CC1)OCCO2 was read as RT RNaseH block -2.
Screening CCOC(=O)N1CCN(S(=O)(=O)c2cc3c(cc2C)NC(=O)CO3)CC1 returned RmlCD inh mix -10 and RT RNaseH block -10.
For CC(=O)c1ccc(Nc2cc(C)nc3nc(C)nn23)cc1 the results were RT RNaseH block -6.
`COc1ccc2oc(=O)c(-c3nc(C)cs3)cc2c1` gave RmlCD inh mix 9 and RT RNaseH block 6.
Screening COc1ccc(-c2ccnc(SCC(=O)Nc3ccccn3)n2)cc1 returned RmlCD inh mix 10.
`CC1(C)C(=O)Nc2ccccc2N1C(=O)COC(=O)C1CCCCC1` gave RmlCD inh mix 30.
For Fc1ccc(C2=NOC(c3nnc(-c4ccccc4)o3)C2)cc1 (configuration not stated) the results were RmlCD inh mix 0.
CC(C)=CCc1cc(-c2oc3cc(O)cc(O)c3c(=O)c2O)ccc1O was read as RmlCD inh mix -10.
CCOc1ccc(-c2nnc(SCc3nc4ccccc4[nH]3)n2N)cc1 was read as RmlCD inh mix -18.
`COc1ccc(OC)c(Nc2nc(N)nc(CSc3nnc(N)s3)n2)c1` gave RmlCD inh mix -40.
For CCOC(=O)c1ccc(N2C(=O)C3CC=C(C)CC3C2=O)cc1 (configuration not stated) the results were RmlCD inh mix 13 and RT RNaseH block 1.
Screening O=C(CCN1C(=O)c2ccccc2S1(=O)=O)Nc1ccc2c(c1)OCCO2 returned RmlCD inh mix -10 and RT RNaseH block -8.
Screening CC(=O)Nc1cccc(OCC(=O)Nc2ccccc2)c1 returned RT RNaseH block -4.
Cc1ccc(/C=c2\sc3nc(-c4cccnc4)nn3c2=O)cc1 was read as RT RNaseH block -42.
For CCCc1cc(=O)[nH]c(SCc2ccc(Cl)cc2)n1 the results were RmlCD inh mix 0.
CC(C)C(c1nnnn1CC1CCCO1)N1CCN(C2CCCC2)CC1 (configuration not stated) was read as RmlCD inh mix 8 and RT RNaseH block -5.
Screening c1ccc(CCc2nc(-c3ccccc3)no2)cc1 returned RmlCD inh mix 3.
For CCSc1nncn1/N=C/c1ccc(OC)c(OC)c1 the results were RmlCD inh mix -5 and RT RNaseH block -24.
`NC(=O)N1CC(O)CC1C(=O)Nc1ccc(Cl)c(Cl)c1` (configuration not stated) gave RmlCD inh mix -15 and RT RNaseH block -1.
Cc1ccc(C(=O)Oc2cc(C)n(C)c(=O)c2)cc1 was read as RmlCD inh mix -12.
Screening COC(=O)c1cc(OC)c(OC)cc1NC(=O)Cc1ccccc1[N+](=O)[O-] returned RmlCD inh mix 10.
`COCCCNC(=O)c1c(NC(=O)C2COc3ccccc3O2)sc2c1CCCC2` (configuration not stated) gave RmlCD inh mix -10.
Screening Cc1ccc(S(=O)(=O)NCc2csc(C)n2)c(C)c1 returned RmlCD inh mix -9 and RT RNaseH block -10.
Screening C[N+](C)(C)CCCN1C(=O)CCCC1=O returned RmlCD inh mix -6.
Screening CC(Sc1n[nH]c(=O)[nH]c1=O)C(=O)OCc1ccccc1 (configuration not stated) returned RmlCD inh mix -11 and RT RNaseH block 5.
Screening Cc1nc(-c2ccc(Cl)cc2)sc1C1(C)CC(c2ccccc2)=NO1 (configuration not stated) returned RmlCD inh mix -12.
Screening CC1CCCN(c2oc(-c3cccc4ccccc34)nc2C#N)C1 (configuration not stated) returned RmlCD inh mix inactive and RT RNaseH block 5.
For CC(=O)C1=C(C)NC(SCC(=O)c2ccc(Cl)cc2)=C(C#N)C1CC(C)C (configuration not stated) the results were RmlCD inh mix -21.
Screening CCN1CCN(CCCNC(=O)c2cc3cc4ccc(OC)cc4nc3o2)CC1 returned RT RNaseH block -34.
For CC1(C)N=C(c2ccccn2)C(C)(C)N1O the results were RmlCD inh mix -3.
CN(C)c1ccc(-c2noc(-c3ccccc3O)n2)cc1 was read as RmlCD inh mix -96 and RT RNaseH block 2.
For O=C(Oc1ccccc1C(=O)N1CCOCC1)c1cccc(Br)c1 the results were RmlCD inh mix 8 and RT RNaseH block -15.
CSc1cccc(NS(=O)(=O)c2ccc3c(c2)oc(=O)n3C)c1 was read as RmlCD inh mix -4 and RT RNaseH block -14.

These rows are one share of the data, so the mix of outcomes need not match the whole.
